Nrf2 ARE act – activates Nrf2 signaling. Potency, µM (highest dose often 46.1 µM), for the others: at the highest dose activation, most hits filed as activators. AID 624171. 0.31% of 410,000 active. AREc32 ARE-luciferase reporter (MCF7-derived line), luminescence, 24 h; note: % of control where 0% means no effect; nearly all actives have a fitted effect of over 65% in size
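AREc32 cells carrying an ARE-driven firefly luciferase reporter were seeded at 1000 cells/well in OPTI-MEM with 5% FBS, then exposed to compound for 24 hr at 37 deg C. Luminescence was read with Steady-Glo after 30 min at RT.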
ATXN viability – viability counter-screen for ATXN expression inhibitors; S2 cells (HEK-293 line with an ATXN2-luciferase reporter) viability, CellTiter-Fluor protease fluorescence, 24 h; Potency, µM (doses to about 56.7 µM), hits mostly cytotoxic; AID 651635; 0.49% of 400,000 active; note: nearly all actives have a fitted effect of over 40% in size
TGFb SMAD3 inh – inhibitors of TGF-b signaling | HepG2 CAGA-GFP TGF-b/SMAD3 reporter, GFP fluorescence, 18 h; TGF-beta stimulated, 500 pg/mL final | Potency, µM (series often up to 46.1 µM), for the others: at the highest dose activity, negative = inhibition, actives largely listed as inhibitors | 1.2% of 410,000 active | AID 588855; note: % is set by controls: 0 for no effect and ±100 for the full control effect; nearly all actives have a fitted effect of over 65% in size
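Read-out: total well GFP (ex488/em500-530) summed from mean per-cell fluorescence. Cells: HEPG2 CAGA-GFP, 1% FBS DMEM, 18 h at 37 degrees C with 500 pg/mL final TGF-beta. Unstimulated wells served as the full-inhibition control; stimulated DMSO wells = 0%.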
HepG2 tox – counter-screen for TGF-b inhibitors: cytotoxicity in HepG2 cells; 0.76% of 410,000 active; Potency, µM (titrated, usually from 46.1 µM), without a hit: at the top dose activity change, negative = cytotoxicity, hits mostly cytotoxic; AID 588856; HepG2 CAGA-GFP viability, ATP luminescence, 18 h; note: some results filed as inactive show a strong effect at the top dose
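CellTiter-Glo luminescence gave cytotoxicity after 18 hours at 37 degrees C. The cells were HepG2 CAGA-GFP in 1% FBS DMEM, stimulated with 500 pg/mL TGF-beta after compound addition. %Activity was normalised to no-cell wells (complete cell-killing) and DMSO (no toxicity), and curves were fitted and classified.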
MCF10A rerep – induces DNA re-replication in MCF 10a normal breast cells | MCF 10A DNA re-replication, Hoechst nuclear intensity, 48 h | Potency, µM (doses to about 46.1 µM), inactives show top-dose activity, positive = re-replication, most hits filed as activators | 2.9% of 350,000 active | AID 624296; note: % of control where 0% means no effect; nearly all actives have a fitted effect of over 50% in size
EPAC2 antag – blocks human EPAC2 exchange factor. Potency, µM (highest dose often 114 µM), inactives show top-dose activity, negative = inhibition, hits mostly inhibitors. 0.18% of 360,000 active. EPAC2 GEF exchange of Rap1B-BODIPY-GDP, fluorescence. AID 720708; note: % is set by controls: 0 for no effect and ±100 for the full control effect; nearly all actives have a fitted effect of over 45% in size; many of its hits are not listed in these tables
Target sequence (Q8WZA2 whole entry, looked up): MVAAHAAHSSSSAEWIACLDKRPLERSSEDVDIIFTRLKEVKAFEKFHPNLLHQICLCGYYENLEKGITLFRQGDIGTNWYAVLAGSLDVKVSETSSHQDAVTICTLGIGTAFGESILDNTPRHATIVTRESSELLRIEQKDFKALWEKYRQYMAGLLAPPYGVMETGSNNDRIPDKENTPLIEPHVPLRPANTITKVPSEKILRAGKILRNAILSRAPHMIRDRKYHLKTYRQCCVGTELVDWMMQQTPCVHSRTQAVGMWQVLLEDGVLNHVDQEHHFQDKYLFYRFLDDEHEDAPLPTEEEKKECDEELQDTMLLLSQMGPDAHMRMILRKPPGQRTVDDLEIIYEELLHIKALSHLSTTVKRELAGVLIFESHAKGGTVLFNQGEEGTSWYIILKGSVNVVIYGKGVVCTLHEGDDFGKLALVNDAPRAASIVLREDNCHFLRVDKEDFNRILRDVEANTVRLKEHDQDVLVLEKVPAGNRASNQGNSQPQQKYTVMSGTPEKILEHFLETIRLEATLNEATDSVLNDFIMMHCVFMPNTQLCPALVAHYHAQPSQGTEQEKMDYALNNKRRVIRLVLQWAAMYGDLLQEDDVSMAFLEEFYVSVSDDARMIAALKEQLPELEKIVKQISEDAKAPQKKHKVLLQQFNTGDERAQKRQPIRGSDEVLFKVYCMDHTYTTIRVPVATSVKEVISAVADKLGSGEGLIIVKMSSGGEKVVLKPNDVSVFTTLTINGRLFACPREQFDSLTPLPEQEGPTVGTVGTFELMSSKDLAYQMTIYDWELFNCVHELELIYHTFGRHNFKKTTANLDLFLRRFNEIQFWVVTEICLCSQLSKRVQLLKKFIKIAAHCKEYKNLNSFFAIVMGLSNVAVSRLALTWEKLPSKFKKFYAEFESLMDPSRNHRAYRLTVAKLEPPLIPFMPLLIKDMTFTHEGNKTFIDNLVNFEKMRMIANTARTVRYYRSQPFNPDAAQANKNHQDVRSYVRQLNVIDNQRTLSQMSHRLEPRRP
A549 tox – A549 cytotoxicity, counter-screen for Nrf2 inhibitors | A549 ARE-Fluc cells, CellTiter-Fluor viability, 18-24 h | 0.16% of 390,000 active | Potency, µM (top dose mostly 46 µM), inactives show at the highest dose activity change, negative = cytotoxicity, hits mostly inhibitors | AID 504648; note: % is set by controls: 0 for no effect and ±100 for the full control effect
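A549 ARE_Fluc cells in 5% FBS OPTI-MEM were exposed to compounds in concentration-response for 18-24 h at 37 deg C. Viability was read by CellTiter-Fluor fluorescence (Ex 405/Em 525) after 30 min, before the luciferase read.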
Nrf2 block – Nrf2 pathway inhibition | 2.1% of 360,000 active | AID 504444 | Potency, µM (highest dose often 46 µM), without a hit: at the highest dose activity change, negative = inhibition, most hits filed as inhibitors | A549 ARE-Fluc reporter, luciferase luminescence, 18-24 h; note: % is set by controls: 0 for no effect and ±100 for the full control effect; nearly all actives have a fitted effect of over 60% in size
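Quantitative HTS in A549 cells stably bearing an antioxidant response element-firefly luciferase construct. Inhibition of Nrf2-driven transcription was scored by luminescence after 18-24 h of compound exposure at 37 °C.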
ATXN2 expr inh – reduces ATXN2 reporter expression in HEK-293 cells; HEK-293 ATXN2-luciferase reporter, luminescence, 24 h; Potency, µM (doses to about 57 µM), without a hit: top-dose activity change, negative = inhibition, most hits filed as inhibitors; 0.72% of 360,000 active; note: % is set by controls: 0 for no effect and ±100 for the full control effect; nearly all actives have a fitted effect of over 55% in size
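qHTS (up to 57 uM final) was run with 24 h compound exposure of reporter cells at 37 °C. Each well was multiplexed: SteadyGlo luminescence measured ATXN2-luciferase expression after a fluorogenic Gly-Phe-AFC viability readout (25 uM final).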
An asterisk follows results filed as active; i = inactive; ? = inconclusive; . = not tested or not shown; [ ] = another dose, or the depositor's remark. Calls come from the whole dose curve; as a rule, active = well fitted curve in the direction sought with a large enough effect; inconclusive = small, poorly fitted or top-dose-only effect, or another doubt; inactive = no such curve, though single readings can be large; an effect the other way counts as inactive or inconclusive. Potency is the fitted concentration of half-maximal effect. The list is partial. The share of hits here may be higher or lower than overall.

SMILES	Nrf2 ARE act	ATXN viability	TGFb SMAD3 inh	HepG2 tox	MCF10A rerep	EPAC2 antag	A549 tox	Nrf2 block	ATXN2 expr inh
CCc1cccc(OCC(=O)Nc2ccc(C(=O)O)cc2NC(=O)COc2cccc(CC)c2)c1	1.8%	i	0%	-8%	4%	-15%	-2%	?	-4%
c1cncc(-c2cccnc2)c1	-0.1%	i	21%	4%	3%	7%	?	13%	-2%
CCOc1ccc2c(c1)C(=O)C(=O)N2CC1COc2ccccc2O1 (configuration not stated)	0.0%	i	?	0%	?	-21%	6%	-4%	2%
CC(C)C(=O)Nc1cccc(C(=O)Nc2cc([N+](=O)[O-])ccc2Cl)c1	-0.5%	i	-3%	-1%	-7%	0%	4%	?	.
C=CCN1C=C2C(=O)C(C)(OC(=O)CCC(=O)OC)C(=O)C=C2C=C1C1CC1 (configuration not stated)	0.5%	i	-4%	6%	-13%	-11%	-10%	2%	2%
COc1ccccc1NS(=O)(=O)c1cc(NC(=O)C(C)NC(N)=O)ccc1N1CCCC1 (configuration not stated)	-1.0%	i	-2%	-8%	-4%	1%	18%	-23%	.
CCC(=O)Nc1ccc(/C(C)=N/NC(=O)c2c(-c3ccccc3Cl)noc2C)cc1	0.4%	i	-10%	-3%	5%	-4%	-1%	15%	10%
Cc1cccc(N2CCN(c3nc4ccccc4c4nnc(C)n34)CC2)c1C	-0.8%	i	?	4%	.	.	1%	1%	-5%
COc1ccccc1N1CCN(C(=O)C2CCN(S(=O)(=O)Cc3ccccc3)CC2)CC1	1.1%	i	4%	2%	.	.	14%	28%	6%
CC(C)C1C(=O)CC(c2ccccc2)NC1c1ccccc1 (configuration not stated)	0.0%	i	-4%	1%	-2%	-20%	0%	1%	.
CCO[C@H]1OC(C(=O)N2CCN(C)CC2)=C[C@@H](c2ccc(C(F)(F)F)cc2)[C@@H]1CCCO	-0.7%	i	0%	-4%	-5%	7%	-4%	7%	5%
COc1cc(NS(=O)(=O)c2ccc(NC(=O)COc3ccc(C)cc3C)cc2)nc(OC)n1	-1.0%	i	7%	1%	-16%	2%	5%	.	-7%
c1ccc(-c2csc(-c3cccnc3)n2)cc1	10%	i	7%	2%	16%	-6%	0%	?	16%
O=S(=O)(Cc1ccc(Cl)cc1)Nc1ccc(Cl)cn1	0.1%	i	-2%	-3%	1%	18%	5%	26%	-1%[11.3 µM]
CCOc1cc(N2CCOCC2)c(OCC)cc1NC(=O)CN1C(=O)NC(Cc2ccccc2)C1=O (configuration not stated)	-1.1%	i	-18%	-4%	12%	9%	4%	15%	6%
O=C1CCC(C2CCc3cc(O)ccc3C2)C1 (configuration not stated)	0.6%	?	-22%	-1%	1%	8%	2%	11%	21%
COc1ccccc1-c1cc(C(=O)NC2CCCC2)no1	14%	i	16%	-2%	6%	-8%	5%	?	41%[activator]
Cc1ccccc1OCC(=O)NNC(=O)C1CC(=O)N(c2ccc3c(c2)OCCO3)C1 (configuration not stated)	-0.5%	i	-9%	-9%	-3%	0%	18%	8%	-19%
CC(C)(C)c1ccc(NC(=O)Nc2ccc(OCC(=O)N3CCOCC3)cc2)cc1	0.2%	i	-7%	4%	9%	-12%	-2%	?	59%[activator]
CCCc1nnc(SCC(=O)NC2CC2)n1C	0.4%	i	-18%	-4%	-1%	3%	-7%	-1%	-4%
C#CCNC(=O)C1=C[C@@H](c2cn(C(C)=O)c3ccccc23)C[C@@H](OCCCCO)O1	8.2%	i	?	-2%	7%	3%	2%	3%	7%
COc1ccc(CN2CCC(C(=O)NCCc3ccc(OC)c(OC)c3)CC2)c(OC)c1	0.3%	i	3%	-10%	-2%	-2%	1%	.	-5%
C[C@@H]1CN([C@@H](C)CO)C(=O)CCCn2nncc2CO[C@H]1CN(C)C(=O)Nc1ccccc1F	0.5%	i	0%	-20%	.	5%	.	.	11%
CCOc1ccc2c(c1)-c1c(ssc1=S)C(C)(C)N2	1.9%	i	-20%	-35%	13%	-6%	?	?	-26%
CCCCN(C(=O)C(C)Oc1ccc(Br)cc1)c1c(N)n(Cc2ccccc2)c(=O)[nH]c1=O (configuration not stated)	-0.5%	i	-19%	-51%	2%	21%	3%	-27%	-8%
Cc1cccc(N2CCN(C(c3ccccc3)c3nnnn3CC3CCCO3)CC2)c1C (configuration not stated)	3.1%	i	?	-13%	?	-2%	-15%	?	-8%
O=C(CNc1cccc(S(=O)(=O)N2CCCCCC2)c1)Nc1cccc([N+](=O)[O-])c1	-0.4%	?	?	-33%	9%	-9%	-15%	?	.
CCn1c(Cc2ccccc2)n[nH]c1=S	-1.3%	i	-2%	13%	1%	14%	-1%	-14%	.
CCN(Cc1ccccc1)S(=O)(=O)c1ccc2c(c1)NC(=O)CS2	3.5%	i	?	-26%	-6%	?	-1%	-9%	.
CCC(=O)Nc1c(-c2ccc(C)cc2)nc2ccc(C)cn12	7.8%	i	-10%	2%	?	-6%	3%	2%	-14%

Single records (already shown):
CC(C)(C)c1ccc(NC(=O)Nc2ccc(OCC(=O)N3CCOCC3)cc2)cc1 is listed as Nrf2 ARE act = 0.2%; ATXN viability = i; TGFb SMAD3 inh = -7%; HepG2 tox = 4%; MCF10A rerep = 9%; EPAC2 antag = -12%; A549 tox = -2%; Nrf2 block = ?; ATXN2 expr inh = 59%[activator]
COc1ccccc1-c1cc(C(=O)NC2CCCC2)no1 is listed as Nrf2 ARE act = 14%; ATXN viability = i; TGFb SMAD3 inh = 16%; HepG2 tox = -2%; MCF10A rerep = 6%; EPAC2 antag = -8%; A549 tox = 5%; Nrf2 block = ?; ATXN2 expr inh = 41%[activator]
Cc1cccc(N2CCN(C(c3ccccc3)c3nnnn3CC3CCCO3)CC2)c1C (configuration not stated) is listed as Nrf2 ARE act = 3.1%; ATXN viability = i; TGFb SMAD3 inh = ?; HepG2 tox = -13%; MCF10A rerep = ?; EPAC2 antag = -2%; A549 tox = -15%; Nrf2 block = ?; ATXN2 expr inh = -8%

Continuation.
SMILES	Nrf2 ARE act	ATXN viability	TGFb SMAD3 inh	HepG2 tox	MCF10A rerep	EPAC2 antag	A549 tox	Nrf2 block	ATXN2 expr inh
Cc1scc(C(=O)NNC(=O)CCC(=O)O)c1C	-0.6%	i	-2%	1%	1%	1%	8%	18%	-30%
O=C(O)COc1ccc(C(=O)Cc2ccc3c(c2)OCCCO3)c(O)c1	-1.4%	i	0%	-2%	18%	11%	1%	?	-14%
CCc1ccccc1NC(=S)N(Cc1cccs1)C1CCCC1	0.3%	i	?	9%	16%	-13%	-2%	-17%	-14%
Cc1ccc(C)c(NC(=O)CSc2nc3ccc(N4C(=O)c5ccccc5C4=O)cc3s2)c1	0.2%	i	-6%	9%	?	15%	8%	12%	6%
CCc1ccc(NC(=O)CSc2nc3c(sc4ccccc43)c(=O)n2CCCOC(C)C)cc1	-1.4%	i	4%	-34%	.	.	3%	.	4%
CCc1c(-c2n[nH]c(=S)n2Cc2ccccc2)csc1C	-0.6%	i	-3%	-4%	?	-12%	6%	11%	12%
CCN(CC)CCNC(=S)NC(=O)c1cn(-c2ccccc2)nc1-c1ccc(OC)cc1	3.6%	?	-26%	-51%	?	4%	1%	0%	-16%
COc1ccc(C(=O)NCCn2cc(SCC(=O)NCC3CCCO3)c3ccccc32)cc1OC (configuration not stated)	1.7%	i	15%	-17%	2%	1%	-9%	?	-3%
COc1ccc(C2=NO[C@@H]3[C@@H]4C[C@@H]([C@H]5C(=O)N(c6ccc7c(c6)OCO7)C(=O)[C@@H]45)[C@H]23)cc1OC	-0.3%	i	-3%	22%	0%	3%	-5%	6%	2%
COc1ccc(/C=C/C(=O)OCC(=O)c2c(C)[nH]c3ccccc23)cc1OC	0.2%	i	-15%	-15%	10%	-9%	-1%	-15%	-10%
Cc1ccc(-n2c(SCC(=O)Nc3ccc4cn[nH]c4c3)nnc2-c2ccco2)cc1	4.1%	i	-18%	-20%	1%	-3%	1%	-13%	-4%
CCN(CC)Cc1ccc(OC)c(Cl)c1	-0.8%	?	?	-4%	0%	0%	-3%	-4%	-5%
CCCNC(=O)CN1C(=O)NC(CCSC)C1=O (configuration not stated)	0.0%	i	12%	3%	-6%	1%	-7%	3%	1%
COc1ccc(OC)c(NC(=O)C(=O)NCc2ccncc2)c1	-0.1%	i	-2%	0%	-2%	-9%	4%	-8%	7%
NC(=O)c1ccsc1NC(=O)COC(=O)/C=C/c1ccccc1	5.9%	i	-7%	-1%	-3%	-6%	2%	10%	-14%
Cc1nc2sc(C(c3cccc(F)c3)N3CCOCC3)c(O)n2n1 (configuration not stated)	2.1%	i	-5%	-14%	1%	-10%	-2%	6%	4%
CCOc1ccc2nc(NC(=O)c3nc(SCc4ccccc4F)ncc3Cl)sc2c1	3.8%	i	-3%	-2%	.	.	-3%	-6%	3%
CCOC(=O)c1[nH]c2ccccc2c1NC(=O)C(CC)CC	-1.4%	i	-16%	-26%	10%	-4%	5%	-7%	-11%
CC1Cc2ccccc2N1C(=O)Cc1cccs1 (configuration not stated)	0.3%	i	-29%	-11%	-2%	12%	-2%	?	14%
CCOc1ccccc1NC(=O)Nc1cnccn1	0.1%	i	8%	6%	-8%	7%	-10%	-9%	.
CCc1ccc(NC(=O)C(=O)NCCN2CCN(C(=O)c3ccco3)CC2)cc1	0.1%	i	-16%	9%	?	1%	-1%	4%	-10%
CCN1C(=O)[C@H]2[C@@H](c3ccc(-c4cc(C(C)=O)cs4)cc3)N3CCC[C@@]3(C(=O)OC)[C@H]2C1=O	-0.1%	i	7%	3%	-11%	6%	1%	-20%	-1%
C=CC[C@H](CC(=O)NCCO)C(=O)NCCOC(=O)[C@@H](CC=C)CC(=O)OC(C)(C)C	-0.7%	i	23%	19%	-7%	11%	2%	11%	11%
O=C(c1cccnc1)N1CCN(S(=O)(=O)c2ccc(Cl)cc2)CC1	0.3%	i	0%	-9%	-182%[0.0737 µM]	5%	-5%	0%	-1%
CCc1nc2ccc(C(=O)N(C)CCCN(C)C)cn2c1N(C=O)CCC(C)C	0.3%	i	8%	0%	.	5%	.	.	4%

From PubChem BioAssay
